Screens from PubChem BioAssay.
YAP1 CTGF inhibition – YAP1 pathway inhibitors via CTGF transcript, primary screen, DLD1 colon cancer cells, RT-qPCR, single point (AID 743449); DLD1 CTGF mRNA qPCR, 24 h; active compounds read high; inhibition, % at 12.5 µM; 9,900 tested, 0.9% active;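 active means mean normalized replicate activity at least 50 and at least half of replicates each reaching 50; inconclusive means only one of the two criteria met; inactive means neither criterion met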;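 further: 0% = neutral control wells and 100% = dasatinib control wells; higher means stronger suppression of CTGF expression like dasatinib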
Pax4 gene expression – activators of Pax4 gene expression, primary screen, RT-PCR, mouse alpha TC1 cells, single point (AID 1053180) | activation, % at 10 µM | 9,600 tested, 0.2% active | mouse alpha TC1 cells, Pax4 mRNA qPCR, 6 days; active compounds read high; 100% = Pax4 plasmid added at qPCR;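 active means highest normalized replicate activity of 15 or more, or at least half the replicates reach 15 or more; inactive means neither condition met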;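 further: pax4 Ct normalized to GAPDH with activation seen as lower delta delta Ct; plate controls were plate neutral control wells for no effect and Pax4 plasmid positive control for full effect; each compound tested in two replicate wells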
The depositor's hits bear a star; ? = inconclusive; . = no result given. This is a subset. The share of hits here may be higher or lower than overall.

Values run as follows: YAP1 CTGF inhibition, Pax4 gene expression
COc1ccc(C[C@@H]2CCn3cc(nn3)COC[C@H](c3ccccc3)NC2=O)cc1
    13, 0.0
CC(C)CC#Cc1ccc([C@H]2[C@@H](CO)N3C(=O)CN(S(=O)(=O)c4cccc(F)c4)C[C@@H]23)cc1
    35, 0.0
COc1ccccc1CNC(=O)C[C@H]1CC[C@@H]2[C@H](COc3ccc(NC(C)=O)cc3C(=O)N2C)O1
    4, 0.0
COc1ccc(NC(=O)N2CC(=O)N3[C@H](C2)[C@@H](c2ccc(Br)cc2)[C@@H]3CO)cc1
    ?, 0.0
O=C(Cc1ccncc1)N1CC[C@@H]2[C@H](CO)Nc3ccc(-c4ccccc4F)cc3[C@@H]21
    -71, 0.0
Cc1noc(C)c1NC(=O)N(C)C[C@H]1Oc2ccc(NC(=O)CCCN(C)C)cc2C(=O)N([C@@H](C)CO)C[C@@H]1C
    8, 0.0
CCCNC(=O)N1CC(=O)N2[C@@H](CO)[C@@H](c3ccc(C#Cc4cccc(OC)c4)cc3)[C@@H]2C1
    4, 0.0
O=C(C[C@H]1CC[C@@H](NC(=O)CC2CC2)[C@@H](CO)O1)NCC(F)(F)F
    19, 0.0
O=C(C[C@H]1CC[C@@H]2[C@H](COC[C@@H](O)CN2C(=O)Nc2ccc(Cl)cc2)O1)NCC1CCCCC1
    -5, 0.0
O=C1CNC[C@H]2[C@@H](c3ccc(C#Cc4cccnc4)cc3)[C@@H](CO)N12
    8, 0.0
C[C@H](CO)N1C[C@H](C)[C@@H](CN(C)C(=O)Nc2ccc3c(c2)OCO3)Oc2c(NC(=O)c3nc4ccccc4s3)cccc2C1=O
    47, 0.0
C[C@H]1CN([C@@H](C)CO)C(=O)c2ccccc2-c2ccccc2CO[C@H]1CN(C)Cc1cccc2c1OCCCO2
    24, 0.0
OC[C@@H]1[C@H](c2ccc(-c3cccnc3)cc2)[C@H]2CN(Cc3ccccn3)CCCCN12
    -11, 0.0
O=C(C1CCCCC1)N1[C@@H]2CNc3ccccc3[C@@H]2[C@@H]1CO
    -27, 0.0
CC(C)NC(=O)N1[C@@H]2CN(C)c3ccccc3[C@@H]2[C@@H]1CO
    -20, 0.0

Single records (already shown). Values in the order: YAP1 CTGF inhibition | Pax4 gene expression
Profile of OC[C@@H]1[C@H](c2ccc(-c3cccnc3)cc2)[C@H]2CN(Cc3ccccn3)CCCCN12 : -11 | 0.0
Profile of COc1ccccc1CNC(=O)C[C@H]1CC[C@@H]2[C@H](COc3ccc(NC(C)=O)cc3C(=O)N2C)O1 : 4 | 0.0
Profile of O=C(C[C@H]1CC[C@@H](NC(=O)CC2CC2)[C@@H](CO)O1)NCC(F)(F)F : 19 | 0.0
Profile of O=C(C[C@H]1CC[C@@H]2[C@H](COC[C@@H](O)CN2C(=O)Nc2ccc(Cl)cc2)O1)NCC1CCCCC1 : -5 | 0.0
Profile of Cc1noc(C)c1NC(=O)N(C)C[C@H]1Oc2ccc(NC(=O)CCCN(C)C)cc2C(=O)N([C@@H](C)CO)C[C@@H]1C : 8 | 0.0

No new results follow: two of the compounds above.
Values run as follows: YAP1 CTGF inhibition, Pax4 gene expression
COc1ccc(C[C@@H]2CCn3cc(nn3)COC[C@H](c3ccccc3)NC2=O)cc1
    13, 0.0
CC(C)CC#Cc1ccc([C@H]2[C@@H](CO)N3C(=O)CN(S(=O)(=O)c4cccc(F)c4)C[C@@H]23)cc1
    35, 0.0

The listing continues.
Values run as follows: YAP1 CTGF inhibition, Pax4 gene expression
CC(C)(C)[S@](=O)N1Cc2cc(C(=O)N[C@H]3CCN(Cc4ccccc4)C3)nc(-c3cccc(-c4cccnc4)c3)c2[C@@H]1CCO
    -7, 0.0
CCN(C[C@H]1[C@@H](c2ccccc2)[C@@H](CO)N1C(=O)COC)S(C)(=O)=O
    26, 0.0
Cn1cnc(CCNC(=O)C[C@H]2CC[C@H]3[C@@H](COC[C@@H](O)CN3C(=O)Nc3ccc(C(F)(F)F)cc3)O2)c1
    -1, 0.0
Cc1noc(C)c1NC(=O)N1C[C@H](O)COC[C@H]2O[C@@H](CC(=O)N[C@H]3CCN(Cc4ccccc4)C3)CC[C@@H]21
    32, 0.0
COc1cccc(C#Cc2ccc([C@H]3[C@@H](CO)N4C(=O)CN(C(=O)Cc5cccnc5)C[C@H]34)cc2)c1
    1, 0.0
CCN1CC(=O)N2[C@H](CO)[C@H](c3ccc(Br)cc3)[C@H]2C1
    -20, 0.0
CC(C)[C@@H]1C/C=C\CCNC(=O)[C@@H](C)CC(=O)N1
    -1, 0.1
CCNC(=O)c1cc2c(c(-c3cccc(-c4cncnc4)c3)n1)[C@@H](CCO)N(C(C)=O)C2
    29, 0.3
COc1ccc2c3c(n(C)c2c1)[C@H](CO)N(C(=O)C1CC1)CC31CN(Cc2ccccc2OC)C1
    17, 0.0
COc1cccc(C(=O)Nc2ccc3c(c2)OC[C@H](C)N(CCc2ccccc2)C[C@H](C)[C@@H](OC)CN(C)C3=O)c1
    16, 0.0
Cc1ccc(S(=O)(=O)N(C)C[C@@H]2Oc3cc(C#CC4CCCC4)ccc3S(=O)(=O)N([C@@H](C)CO)C[C@@H]2C)cc1
    -36, 0.8
C[C@@H]1CCCCO[C@H](CN(C)S(=O)(=O)c2ccc(F)cc2)[C@@H](C)CN([C@H](C)CO)C(=O)c2cc(N(C)C)ccc2O1
    -4, 0.0
COCCNC(=O)C[C@H]1C[C@H]2c3cc(NC(=O)CN(C)C)ccc3O[C@H]2[C@@H](CO)O1
    -27, 0.0
CO[C@@H]1CN(C)C(=O)c2cc(NC(C)=O)ccc2OC[C@H](C)N(C(=O)Cc2ccccn2)C[C@@H]1C
    3, 0.0
CN(C)C(=O)c1cccc(-c2ccc([C@H]3[C@H](CO)N4CCCCN(CC5CCOCC5)C[C@@H]34)cc2)c1
    2, 0.0
COc1cccc(NC(=O)N[C@H]2CC[C@@H](CC(=O)N3CCN(C)CC3)O[C@H]2CO)c1
    -13, 0.0
O=C(C[C@H]1CC[C@H]2[C@@H](COC[C@H](O)CN2Cc2cc(F)cc(F)c2)O1)Nc1nccs1
    -3, 0.0
CN1C(=O)c2cc(NC(=O)c3ccc4c(c3)OCO4)ccc2OC[C@@H]2O[C@@H](CC(=O)O)CC[C@@H]21
    24, 0.0
C[C@H](CO)N1C[C@H](C)[C@@H](CN(C)C(=O)Nc2cccc3ccccc23)Oc2ccc(NS(=O)(=O)c3cn(C)cn3)cc2C1=O
    -6, 0.0
O=C(C1CCOCC1)N1CC(=O)N2[C@H](C1)[C@@H](c1ccc(-c3cccnc3)cc1)[C@@H]2CO
    -11, 0.0
CNC[C@H]1Oc2c(N)cccc2C(=O)N([C@H](C)CO)C[C@H]1C
    -8, 0.0
Cc1noc(C)c1S(=O)(=O)N(C)C[C@@H]1OCc2cn(nn2)CCCC(=O)N([C@@H](C)CO)C[C@H]1C
    -21, 0.0
Cc1noc(C)c1NC(=O)N1C[C@H](O)COC[C@@H]2O[C@H](CC(=O)N[C@@H]3CCN(Cc4ccccc4)C3)CC[C@H]21
    5, 0.0
O=C(C[C@@H]1CC[C@H]2[C@@H](COC[C@H](O)CN2C(=O)c2ccc(F)cc2)O1)N1CCCCC1
    -6, 0.0
C/C=C/c1ccc([C@@H]2[C@@H](CO)N3CCCCN(S(=O)(=O)c4ccc(OC)cc4)C[C@@H]23)cc1
    6, 0.0
CO[C@H]1CN(C)C(=O)c2ccc(NC(=O)Nc3cc(F)ccc3F)cc2OC[C@@H](C)N(C(=O)c2ccccn2)C[C@H]1C
    -9, 0.0
COc1cccc(NC(=O)N[C@@H]2C=C[C@@H](CC(=O)NCc3ccncn3)O[C@H]2CO)c1
    -9, 0.0
N#C[C@H]1N[C@@H](CO)[C@@H]1c1ccc(-c2cccc(F)c2)cc1
    20, 0.8
C[C@@H]1CCCCO[C@@H](CN(C)S(=O)(=O)c2ccc(Cl)cc2)[C@@H](C)CN([C@@H](C)CO)C(=O)c2cc(NC(=O)Nc3ccc(C(F)(F)F)cc3)ccc2O1
    21, 0.1
CO[C@@H]1CN(C)C(=O)c2cc(NC(=O)C3CCOCC3)ccc2OC[C@H](C)NC[C@@H]1C
    -15, 0.0

(listing goes on)
SMILES	YAP1 CTGF inhibition	Pax4 gene expression
CO[C@@H]1CN(C)C(=O)c2cc(NC(=O)c3cccc(F)c3)ccc2OC[C@@H](C)N(C)C[C@H]1C	12	0.0
N#C[C@@H]1N[C@@H](CO)[C@H]1c1ccc(-c2cccc(F)c2)cc1	-1	0.0
O=C(C[C@@H]1C=C[C@@H](NC(=O)Nc2cccc(F)c2)[C@@H](CO)O1)NCC1CCCCC1	-17	0.0
COc1ccc(-c2cn(CC[C@@H]3CC[C@H](NC(=O)c4cnccn4)[C@H](CO)O3)nn2)cc1	-9	0.0
C[C@@H]1CN([C@@H](C)CO)C(=O)c2cccc(NS(=O)(=O)c3ccc(F)cc3)c2O[C@@H]1CN(C)Cc1ccc(Cl)c(Cl)c1	-11	0.0
COc1cccc(-c2ccccc2[C@@H]2[C@@H](C#N)N(C(=O)Cc3ccccc3)[C@H]2CO)c1	4	0.0
CO[C@H]1CN(C)C(=O)c2cc(NC(=O)C3CCCCC3)ccc2OC[C@H](C)N(C(=O)c2ccccc2)C[C@H]1C	-2	0.0
CO[C@@H]1CC[C@H]2CCOc3ccc(C#N)cc3C(=O)N(C)[C@H](C)C(=O)N(C)C[C@@H]1O2	-36	0.0
Cc1ccccc1-c1ccc([C@@H]2[C@@H](CO)N3C(=O)CN(C(=O)c4ccncc4)C[C@H]23)cc1	-8	0.0
O=C(C[C@@H]1C[C@@H]2c3cc(NS(=O)(=O)c4ccc(F)cc4)ccc3O[C@@H]2[C@@H](CO)O1)NCCN1CCCCC1	1	0.0
CCS(=O)(=O)N1CC2(C1)CN(S(=O)(=O)c1cn(C)cn1)[C@H](CO)c1[nH]c3cc(OC)ccc3c12	-27	0.0
CN1C(=O)c2cc(NC(=O)C3CCOCC3)ccc2OC[C@@H]2O[C@H](CC(=O)NCCc3ccncc3)CC[C@H]21	-45	0.0
CO[C@H]1CN(C)C(=O)c2cc(NC(=O)CC(F)(F)F)ccc2OC[C@H](C)N(CC2CC2)C[C@H]1C	-65	0.0
C[C@@H]1CN([C@@H](C)CO)C(=O)c2cccc(NC(=O)c3ccc(-c4nccs4)cc3)c2O[C@@H]1CN(C)C(=O)Nc1ccc(C(F)(F)F)cc1	-87	0.1
C[C@@H]1CN([C@@H](C)CO)C(=O)CCCn2nncc2CO[C@@H]1CN(C)C(=O)Nc1ccc(-c2cccs2)cc1	-33	0.0
O=C(C1CCOCC1)N1C[C@H]2[C@@H](c3ccccc31)[C@H](CO)N2C(=O)Nc1ccccc1F	8	0.0
C[C@@H]1CN([C@H](C)CO)C(=O)CCCn2nncc2CO[C@@H]1CN(C)Cc1ccc2cccnc2c1	-72	0.0
C[C@H](NC(=O)C[C@@H]1CC[C@H]2[C@H](COc3ccc(NS(=O)(=O)c4ccc(Cl)cc4)cc3C(=O)N2C)O1)c1ccccc1	11	0.0
COc1cccc(NC(=O)N2CC(=O)N3[C@H](C2)[C@@H](c2ccc(C#CCC4CCCC4)cc2)[C@@H]3CO)c1	-14	0.0
N#C[C@@H]1N[C@@H](CO)[C@@H]1c1ccc(C2=CCCC2)cc1	3	0.5
O=C(C[C@@H]1C=C[C@H](NC(=O)Nc2ccc3c(c2)OCO3)[C@@H](CO)O1)NCCCN1CCOCC1	-2	0.0
CCCNC(=O)N1C[C@H](C)[C@H](OC)CN(C)C(=O)c2ccc(NC(=O)CC)cc2OC[C@@H]1C	-33	0.0
O=C1CCCn2cc(nn2)COC[C@H](c2ccccc2)N1	-21	0.0
NCC[C@H]1CC[C@@H](NC(=O)Cc2ccncc2)[C@@H](CO)O1	2	0.0
O=C(C[C@H]1CC[C@H]2[C@@H](COC[C@H](O)CN2C(=O)Cc2ccccc2)O1)NC1Cc2ccccc2C1	9	0.0
CC(C)C[C@@H]1COCc2cn(nn2)CCCC(=O)N1	-59	0.0
O=C(C[C@@H]1C=C[C@H](NS(=O)(=O)c2ccccc2)[C@H](CO)O1)NCCN1CCCCC1	-21	0.0
COc1cccc(NC(=O)N[C@H]2CC[C@H](CC(=O)N3CCN(C)CC3)O[C@@H]2CO)c1	-40	0.0
C[C@H]1CN([C@@H](C)CO)C(=O)CCCn2cc(nn2)CO[C@@H]1CN(C)C(=O)Nc1ccc2c(c1)OCO2	-9	0.0
CCS(=O)(=O)N1[C@H](CO)[C@@H](c2ccccc2C2=CCCCC2)[C@@H]1C#N	0	0.0
COc1ccc2c3c(n(C)c2c1)[C@@H](CO)N(Cc1ccc(F)cc1)CC31CCN(C)CC1	-2	0.1
O=C(C[C@H]1C=C[C@H](NC(=O)C2CCOCC2)[C@H](CO)O1)NCCc1cscn1	-38	0.0
OC[C@@H]1[C@@H](c2ccccc2)C2(CN(Cc3ccccn3)C2)N1CCC(F)(F)F	-4	.
CCCNC(=O)N1[C@H](C#N)[C@H](c2ccccc2-c2ccccc2F)[C@@H]1CO	24	0.0
CCCC(=O)Nc1ccc2c(c1)C(=O)N(C)[C@@H]1CC[C@H](CC(=O)N3CCCCC3)O[C@@H]1CO2	-56	0.0
Cc1noc(C)c1NC(=O)N(C)C[C@H]1OCc2ccccc2-c2c(n(C)c3ccccc23)C(=O)N([C@H](C)CO)C[C@H]1C	0	0.0
COc1ccccc1C#Cc1ccc([C@@H]2[C@@H](CO)N3CCCCN(C(=O)C4CCC4)C[C@H]23)cc1	5	0.3
O=C(Nc1cc(F)ccc1F)N[C@@H]1CC[C@H](CC(=O)N2CCc3ccccc3C2)O[C@@H]1CO	32	0.0
Cc1noc(C)c1NC(=O)Nc1ccc2c(c1)CC(=O)N([C@@H](C)CO)C[C@H](C)[C@H](CN(C)Cc1ccc(C(F)(F)F)cc1)O2	30	0.0
